Rac1 wt modul: wildtype Rac1 GTP binding modulators, primary screen, biochemical, GST-Rac1 beads, flow cytometry, multiplex; fluorescent GTP binding; actives lie on both sides; 0 = cold GTP competed, 100 = untreated; GTP binding activity (% of control), % at 10 µM; actives 0.27% (n = 190,000);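 active = GTP binding activity at least 20 points away from the 100% control level, either lower or higher; inconclusive = compound flagged as likely green fluorescent, judged across all proteins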
Rab2A wt mod: modulators of GTP binding to Rab2A wildtype, primary screen, biochemical, dog, bead-based flow cytometry, multiplex. Ras-related protein Rab-2A (Canis lupus familiaris), P61105. GST-Rab2 wt beads, Bodipy-GTP binding. GTP binding activity, % at 10 µM. actives 0.19% (n = 190,000). AID 760, 2007;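 active = GTP binding activity at least 20 points away from 100%, either lowered or raised; inconclusive = signal likely due to the compound's own green fluorescence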;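 note: 0% = beads with excess unlabeled GTP and 100% = no-compound control corrected for plate trend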
Cdc42 wt: modulators of GTP binding to wildtype Cdc42, primary screen, biochemical, multiplex bead flow cytometry, Bodipy-GTP | Cell division control protein 42 homolog (Homo sapiens), P60953 | GST-Cdc42 beads; actives lie on both sides | percent activity (GTP binding), % at 10 µM | actives 0.2% (n = 190,000) | AID 761, 2007;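 active = percent activity GTP binding at least 20 points away from the 100% baseline, either down as inhibitor or up as activator; inconclusive = compound flagged as likely green fluorescent from well-wide comparison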;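 note: median bead fluorescence of bound Bodipy-FL-GTP at 100 nM; 0% = excess unlabeled GTP control and 100% = no compound control; below 100% means less GTP binding so inhibitor and above means activator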
Target sequence (P60953 whole entry, looked up): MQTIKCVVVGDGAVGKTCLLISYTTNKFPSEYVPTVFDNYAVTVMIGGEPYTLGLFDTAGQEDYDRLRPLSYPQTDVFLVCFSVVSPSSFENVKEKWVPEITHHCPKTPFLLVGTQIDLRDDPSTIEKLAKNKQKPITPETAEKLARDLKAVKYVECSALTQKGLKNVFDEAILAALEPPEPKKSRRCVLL
ABCB1 inh: ABCB1 efflux pump inhibitors, primary screen, cell-based, multiplex, flow cytometry, ABCG2 counter-screen | ATP-dependent translocase ABCB1 (Homo sapiens), P08183 | CCRF-Adr cells, JC-1 efflux | inhibition, % at 6.6 µM | actives 0.067% (n = 190,000) | AID 1326, 2008; in the data active = inhibition above about 40%;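 note: 0% = vehicle and 100% = reference inhibitor; higher value means more JC-1 retained so stronger ABCB1 efflux block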
Pf gametocyte: late stage P. falciparum gametocyte viability inhibitors, primary screen, ATP luminescence, HTS; inhibition, % at 10.9 µM; AID 743093, 2013; P. falciparum stage V gametocytes, 24 h; actives 0.065% (n = 150,000);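 active = inhibition above the mean plus 3 SD of compounds within the control limits, set per campaign, cut at about 38% in these data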;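 note: 0% = DMSO wells and 100% = medium only without gametocytes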
Avidin bead fluor: green autofluorescence of compounds with avidin beads – biophysical, 488/530 nm, flow cytometry, artefact control, profiling panel; actives 0.38% (n = 220,000); fluorescence (KMESF) at 10 µM; compound fluorescence 488/530 nm; active compounds read high; in the data active = fluorescence above about 47; note: inactives centre near 10
Rab7 wt GTP bind: modulators of GTP binding to Rab7, primary screen, biochemical, wildtype, multiplex bead flow cytometry | GTP binding activity (percent of control), % at 10 µM | GST-Rab7 beads, fluorescent GTP binding; actives lie on both sides; untreated = 100%, excess cold GTP = 0% | Rab7 GTPase wild type (dog), Bodipy-FL-GTP binding | AID 758, 2007 | actives 0.055% (n = 190,000);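 active = fluorescent GTP binding to Rab7 beads changed by at least 20 points from the 100% baseline, either direction, mostly lower; inconclusive = compound itself probably fluorescent, or too few beads counted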;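 note: median green fluorescence of bound Bodipy-FL-GTP per Rab7 bead population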
Rac1 mut GTP: GTP binding modulators of activated mutant Rac1, primary screen, biochemical, bead-based flow cytometry, multiplex, fluorescent GTP; Ras-related C3 botulinum toxin substrate 1 (Homo sapiens), P63000; GST-Rac1 activated beads; actives lie on both sides; 100% means binding = to untreated wells; percent activity (GTP binding), % at 10 µM; actives 0.11% (n = 190,000); AID 764, 2007;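 active = GTP binding at least 20 percentage points away from the 100% baseline, in either direction, so actives lie on both sides; inconclusive = Compound likely fluorescent itself, or too few beads counted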
Mcl1-Noxa inh: Mcl-1/Noxa binding inhibitors, primary screen, biochemical, TR-FRET, 1536-well; Induced myeloid leukemia cell differentiation protein Mcl-1 (Homo sapiens), Q07820; TR-FRET Mcl-1/Noxa peptide binding, 2 h; inhibition, % at 21.7 µM; actives 1.5% (n = 220,000); AID 1022, 2008;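 active = compounds that cut the protein-peptide binding signal by more than 50% relative to plate controls in a single-dose test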;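 note: His-tagged Mcl-1 with rhodamine Noxa BH3 peptide and terbium anti-His antibody; 0% = Mcl-1 plus Noxa peptide wells and 100% = peptide-only wells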
HRas wt GTP: modulators of GTP binding to HRas wildtype, primary screen, biochemical, bead-based flow cytometry, multiplex | GTPase HRas (Homo sapiens), P01112 | GST-Ras wt beads, Bodipy-FL-GTP binding; actives lie on both sides | GTP binding activity, % at 10 µM | actives 0.14% (n = 190,000);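 active = GTP binding activity at least 20% away from the 100% baseline, either lowered as inhibitor or raised as activator; inconclusive = flagged as likely green fluorescent, judged across all proteins in the well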;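 note: 0% = unlabeled GTP competition control and 100% = no-compound control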
Target sequence (P01112 whole entry, looked up): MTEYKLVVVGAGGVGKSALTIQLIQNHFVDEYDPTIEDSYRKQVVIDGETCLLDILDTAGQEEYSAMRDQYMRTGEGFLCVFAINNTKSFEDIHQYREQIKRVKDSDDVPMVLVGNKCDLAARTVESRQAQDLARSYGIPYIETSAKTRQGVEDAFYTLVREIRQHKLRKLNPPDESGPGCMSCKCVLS
ABCG2 block: ABCG2 efflux pump inhibitors, primary screen, multiplex with ABCB1, IgMXP3 cells, flow cytometry; JC-1 efflux; Broad substrate specificity ATP-binding cassette transporter ABCG2 (Homo sapiens), Q9UNQ0; actives 0.1% (n = 190,000); inhibition, % at 6.6 µM;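 active = inhibition above 80%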;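 note: 0% = DMSO and 100% = nicardipine control wells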
Target sequence (Q9UNQ0 whole entry, looked up): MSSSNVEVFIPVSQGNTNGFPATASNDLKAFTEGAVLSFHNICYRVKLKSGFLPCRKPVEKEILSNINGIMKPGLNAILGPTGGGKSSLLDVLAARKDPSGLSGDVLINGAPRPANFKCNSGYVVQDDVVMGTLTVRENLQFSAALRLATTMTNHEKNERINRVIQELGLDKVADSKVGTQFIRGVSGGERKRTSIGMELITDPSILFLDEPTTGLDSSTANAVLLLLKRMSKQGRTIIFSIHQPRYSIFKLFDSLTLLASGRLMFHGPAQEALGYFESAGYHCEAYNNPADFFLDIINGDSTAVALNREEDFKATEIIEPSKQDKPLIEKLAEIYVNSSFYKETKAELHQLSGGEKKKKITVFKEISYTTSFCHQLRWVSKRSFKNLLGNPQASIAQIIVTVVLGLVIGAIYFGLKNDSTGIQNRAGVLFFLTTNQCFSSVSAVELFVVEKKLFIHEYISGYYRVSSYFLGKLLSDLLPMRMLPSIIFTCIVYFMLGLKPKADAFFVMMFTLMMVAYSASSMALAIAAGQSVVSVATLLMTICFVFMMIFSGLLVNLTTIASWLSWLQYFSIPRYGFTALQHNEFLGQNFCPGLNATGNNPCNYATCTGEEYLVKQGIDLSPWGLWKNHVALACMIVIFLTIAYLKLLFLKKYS
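test system = two drug-resistant human cell lines, ABCG2 and ABCB1 | amount = 3 million cells/mL final, two lines in 1:1 ratio | reagent = JC-1 transporter substrate | doses = one concentration, 6.6 µM final | incubation = 10 min at 25 °C | signal = flow cytometric JC-1 green MFI at 530 nm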
Numbers without * were called inactive; ? = inconclusive; nt = not tested or not shown.

SMILES	Rac1 wt modul	Rab2A wt mod	Cdc42 wt	ABCB1 inh	Pf gametocyte	Avidin bead fluor	Rab7 wt GTP bind	Rac1 mut GTP	Mcl1-Noxa inh	HRas wt GTP	ABCG2 block
CCN(CCC(=O)Nc1ccc(Br)c(C)c1)Cc1ccccc1	103.0	100.0	101.0	0.5	-19.7	24	101.0	98.0	27.9	100.0	1.8
Cc1nc2ccccc2cc1OCc1ccc(F)cc1	99.0	97.0	98.0	0.5	5.7	11	100.0	99.0	-0.8	102.0	2.0
COc1ccc(SN=C2C(C)=CC(=O)C=C2C)cc1	94.0	96.0	95.0	-0.1	nt	28	97.0	94.0	20.1	95.0	0.7
O=C(Cc1cccc2ccccc12)Nc1ccc(-c2cc3ccccc3oc2=O)cc1	89.0	94.0	96.0	-0.4	nt	18	92.0	91.0	-60.5	95.0	-1.1
Cc1ccc(-c2nnc(SCC(=O)NC3CCS(=O)(=O)C3)nc2-c2ccc(C)cc2)cc1 (stereo not given)	104.0	97.0	99.0	3.4	0.0	13	99.0	99.0	25.9	99.0	17.4
O=C(NC(=S)NCC1CCCO1)C(c1ccccc1)c1ccccc1 (stereo not given)	102.0	99.0	105.0	0.9	nt	23	96.0	98.0	21.9	98.0	5.4
Cc1nnc(NC(=O)Cn2cnc3c2c(=O)n(C)c(=O)n3C)s1	106.0	101.0	102.0	-0.1	nt	4	100.0	100.0	8.8	101.0	11.6
CCCc1cc2c(cc1NC(=O)c1ccc(C)cc1)OCO2	98.0	99.0	100.0	0.3	nt	10	97.0	98.0	-12.0	100.0	1.9
COc1cc(C)ccc1OCCOCCOc1ccc([N+](=O)[O-])cc1	96.0	96.0	98.0	0.4	-0.7	5	97.0	96.0	-2.1	95.0	2.3
CCOc1ccc(-c2nnc(-c3cccs3)o2)cc1	102.0	100.0	100.0	0.1	nt	5	96.0	96.0	-5.4	99.0	28.1
Nc1c(-c2ccccc2)c(CSc2nc3ccccc3[nH]2)nn1-c1cccc(Cl)c1	102.0	96.0	99.0	22.4	-3.1	10	99.0	98.0	-14.9	97.0	32.1
S=C(NCCc1ccccc1)N1CCN(C(c2ccccc2)c2ccccc2)CC1	109.0	100.0	107.0	0.9	5.7	5	100.0	102.0	-12.5	102.0	3.6
O=C(NCc1ccc(N2CCCC2=O)cc1)NC1CCCCC1	105.0	99.0	106.0	0.3	31.2	10	97.0	100.0	-8.3	102.0	0.3
Cc1c(C#N)c(N=CN(C)C)c(C(=O)c2ccccc2)n1-c1ccccc1	103.0	99.0	98.0	1.0	-6.1	18	100.0	100.0	-3.4	99.0	1.4
CCOC(=O)N1CCC(Nc2c(NCCCOC)c(=O)c2=O)CC1	101.0	100.0	104.0	-6.0	nt	13	97.0	99.0	19.9	103.0	-3.9
COc1cc(/C=N/N2CCOCC2)ccc1OC(=O)c1ccco1	96.0	96.0	93.0	0.6	12.0	6	99.0	94.0	-2.3	94.0	14.6
CC(=O)NC(CCCNC(=S)NC1CCCCC1)C(=O)O (stereo not given)	100.0	96.0	97.0	0.4	nt	10	97.0	97.0	25.5	96.0	0.4
O=C(Nc1ccccn1)c1ccc([N+](=O)[O-])o1	102.0	100.0	103.0	0.1	nt	14	100.0	99.0	10.7	99.0	2.2
COc1ccc(OC)c(-n2c(=O)c3ccccc3c3ccccc3c2=O)c1	99.0	101.0	97.0	1.2	-9.3	11	101.0	100.0	14.9	101.0	4.2
O=C(Cc1sc(-c2ccccc2Cl)nc1-c1ccccc1)Nc1ccc(F)cc1	99.0	99.0	101.0	0.1	nt	7	98.0	97.0	-6.7	100.0	0.7
COc1ccc(Cn2nnnc2CN(Cc2cc3cc(C)ccc3[nH]c2=O)C2CCCC2)cc1	97.0	97.0	98.0	6.2	nt	6	98.0	92.0	9.0	98.0	7.7
O=C(NNc1cccc(Cl)n1)c1c(Cl)cccc1Cl	?	?	?	0.6	-7.3	17	?	?	-6.4	?	2.8
O=C(CCC(=O)OCc1ccc(C(=O)Oc2ccc(Cl)cc2)cc1)Nc1ccccc1	99.0	96.0	96.0	0.3	-5.7	6	96.0	97.0	28.9	96.0	15.1
O=C(Nc1ccc(C(=O)N2CCOCC2)cc1)Nc1ccc(Cl)cc1Cl	96.0	96.0	95.0	0.6	7.0	10	95.0	95.0	5.0	94.0	4.3
Cc1ccccc1N(CC(=O)N/N=C/c1ccccc1Cl)C(=O)c1ccccc1	?	?	?	-0.6	nt	12	?	?	-8.9	?	6.7
O=C1CCC([N+](=O)[O-])C(c2cc3c(cc2Cl)OCO3)N1 (stereo not given)	94.0	94.0	96.0	0.5	5.7	7	94.0	96.0	12.1	94.0	1.0
CCC(Sc1nc2n[nH]c(C)c2c(=N)n1-c1ccc(C)c(Cl)c1)C(=O)N1CCOCC1 (stereo not given)	115.0	105.0	108.0	1.2	nt	9	102.0	105.0	-11.9	105.0	8.9
CCOC(=O)CSc1nc2c(sc(=S)n2Cc2ccco2)c(=O)n1-c1ccc(F)cc1	102.0	102.0	99.0	4.7	-20.3	12	102.0	99.0	14.1	102.0	13.4
O=C(C1CCCO1)N1CCN(Cc2nc3ccccc3c(=O)[nH]2)CC1 (stereo not given)	95.0	96.0	96.0	0.6	nt	11	96.0	94.0	4.9	97.0	0.3
N#Cc1c(NC(=O)CN2CCN(C(=O)c3ccco3)CC2)sc2c1CCCCC2	97.0	97.0	97.0	1.9	nt	18	93.0	98.0	-0.3	95.0	4.0
COc1ccc(C2=NCCc3cc(OC)c(OC)cc32)cc1OC	105.0	98.0	100.0	0.9	-25.2	6	100.0	98.0	1.2	97.0	1.1
COc1ccc(CS(=O)(=O)/C(Cl)=C(/Cl)C(=O)Nc2ccc(OC)nc2)cc1	104.0	99.0	99.0	0.0	nt	7	100.0	96.0	7.7	99.0	-0.2
CCOC(=O)c1ccc(NC2OC(=O)c3ccccc32)cc1 (stereo not given)	100.0	100.0	99.0	1.0	14.3	nt	98.0	96.0	10.6	98.0	8.4
OCC12COC(c3ccccc3)N1C(c1ccccc1)OC2 (stereo not given)	105.0	100.0	100.0	1.0	nt	14	102.0	100.0	-1.8	102.0	27.0
COCc1nc2ccccc2n1Cc1ccccc1C	91.0	89.0	91.0	0.2	2.1	3	93.0	91.0	8.8	89.0	-2.0
COc1ccccc1-n1c(-c2ccccc2)n[nH]c1=S	97.0	97.0	95.0	-0.1	-21.0	31	104.0	96.0	16.4	98.0	0.1
CCOCCCn1c(SCC(=O)NC(C)(C)C)nc2ccccc2c1=O	107.0	99.0	102.0	0.9	nt	9	101.0	101.0	2.4	102.0	5.6
CCC(C)Sc1nnc(Cc2cc(=O)[nH]c(=O)[nH]2)n1-c1ccc(F)cc1 (stereo not given)	106.0	102.0	100.0	-0.1	nt	22	104.0	99.0	2.0	102.0	0.3
CC(C)Cn1c(N)c(C(=O)COC(=O)c2cc(-c3ccco3)nc3ccccc23)c(=O)n(C)c1=O	98.0	97.0	99.0	1.9	-0.4	33	97.0	96.0	97.0*	97.0	2.1
CCN(CC)CCNC(=O)c1ccc(NC(=O)c2cn(-c3ccccc3)nc2-c2cccs2)cc1	99.0	99.0	96.0	-0.4	-27.1	9	105.0	97.0	23.4	98.0	-1.9
C=CCn1c(=N)n(CC(O)COc2ccc(OC)cc2)c2ccccc21 (stereo not given)	104.0	99.0	99.0	-2.2	nt	9	100.0	100.0	3.2	100.0	-1.3
COc1ccccc1C(=O)C1CCCN(C(=O)c2cc(C(C)C)no2)C1 (stereo not given)	99.0	95.0	97.0	1.1	nt	9	96.0	94.0	16.7	95.0	10.7
CCOc1ccccc1C(=O)N1CCOCC1	112.0	103.0	106.0	-0.3	nt	8	103.0	102.0	1.0	103.0	0.6
CC(=O)NC(CC(=O)NC1CCCCCC1)c1ccccc1 (stereo not given)	103.0	101.0	105.0	nt	0.5	16	100.0	102.0	23.3	101.0	3.3
CCCCCCc1c(O)nc(SCCN2CCOCC2)[nH]c1=O	102.0	95.0	94.0	0.2	nt	15	100.0	97.0	26.3	96.0	-0.6
CCCS(=O)(=O)c1c(S(=O)(=O)CCC)c2ccc(C(N)=O)cn2c1C(=O)OC	81.0	93.0	91.0	0.9	-2.9	27	102.0	92.0	3.2	93.0	1.8
O=C(O)c1cccc(-n2nnnc2SCc2ccccn2)c1	107.0	102.0	103.0	-1.0	nt	12	102.0	100.0	10.4	101.0	-2.6
O=C(Cc1ccc(Cl)cc1Cl)NCC1(N2CCOCC2)CCCCC1	99.0	99.0	98.0	1.6	10.3	10	94.0	97.0	6.9	98.0	3.0
O=C(NC1CCCCCC1)C1CCN(S(=O)(=O)c2ccccc2)CC1	101.0	100.0	100.0	-0.1	5.3	0	98.0	99.0	7.5	99.0	3.1
COC(=O)c1ccc(C(=O)OC)c(NC(=O)Oc2ccccc2)c1	100.0	97.0	99.0	2.8	-1.2	20	98.0	98.0	13.7	98.0	36.2
Cc1ccc2nc(NC(=O)c3cc(-c4ccco4)nc4ccccc34)sc2c1	101.0	95.0	101.0	-0.1	nt	8	100.0	96.0	41.5	99.0	-2.0
COC(=O)C1=CN(CC2CCCO2)C=C(C(=O)OC)C1c1ccsc1 (stereo not given)	102.0	97.0	100.0	1.1	15.6	29	99.0	98.0	0.4	99.0	21.9
CCOC(=O)CNC(=O)C1c2ccccc2C(=O)N(c2ccc(OC)cc2)C1c1ccc(OC)cc1 (stereo not given)	104.0	103.0	103.0	0.8	nt	18	101.0	101.0	8.0	104.0	0.4
